Compound activity as filed in PubChem.
FadD28 binding = blocks FadD28 binding to the bisubstrate probe; fluorescence polarization; inhibition, % at 12.5 µM; actives 0.22% (n = 360,000); AID 588549; in the data active means inhibition above about 8.5%, passing the limit was not always enough; inconclusive means no clear call, values can overlap the other calls
Rv3671c protease = Rv3671c (M. tuberculosis) protease inhibition; P9WHR9; inhibition, % at 5.96 µM; actives 0.048% (n = 320,000); AID 2606; in the data active means inhibition above about 38%;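 further: extracellular domain of Rv3671c used as enzyme; 0% = enzyme with DMSO and 100% = no enzyme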
BoNT F protease = inhibitors of Botulinum neurotoxin F light chain protease; Multiplex microsphere protease cleavage assay, flow cytometry; inhibition, % at 10 µM; actives 0.22% (n = 360,000); AID 588497; in the data active means inhibition above about 35%, passing the limit was not always enough; inconclusive means no clear call, values can overlap the other calls; further: plate controls were buffer without enzyme for full effect and enzyme alone for no effect
Mtb BioA inh = BioA (M. tuberculosis) enzyme inhibition | purified M. tuberculosis BioA enzyme, plate reader | inhibition, % at 9.99 µM | actives 0.096% (n = 360,000) | AID 602481; in the data active means inhibition above about 40%; inconclusive means no clear call, values can overlap the other calls
PrPC TRFRET = cell surface PrPC inhibition, primary TR-FRET screen | actives 0.43% (n = 370,000) | TR-FRET read-out | inhibition, % at 13.8 µM; in the data active means inhibition above about 24%; further: 0% = median of the test wells and 100% = reference compound wells
Mtb FBA inh = inhibitors of M. tuberculosis fructose-bisphosphate aldolase; P9WQA3; purified M. tuberculosis FBA, fluorescence read-out; inhibition, % at 1 µM; actives 2.3% (n = 360,000); AID 588726; in the data active means inhibition above about 27%;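 further: 0% = vehicle and 100% = reference inhibitor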
Target sequence (P9WQA3 whole entry, looked up): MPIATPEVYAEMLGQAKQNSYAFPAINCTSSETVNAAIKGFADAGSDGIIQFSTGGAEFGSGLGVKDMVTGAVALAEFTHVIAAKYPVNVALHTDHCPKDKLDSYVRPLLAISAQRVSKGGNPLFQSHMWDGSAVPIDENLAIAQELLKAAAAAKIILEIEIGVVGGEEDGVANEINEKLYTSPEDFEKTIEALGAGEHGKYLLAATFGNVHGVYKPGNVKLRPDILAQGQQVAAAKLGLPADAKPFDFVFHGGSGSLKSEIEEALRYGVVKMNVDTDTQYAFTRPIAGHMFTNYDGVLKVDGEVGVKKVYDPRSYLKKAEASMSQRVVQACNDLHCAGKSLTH
GDH-TPI counter = inhibits GDH-TPI coupling enzymes, artifact for Mtb FBA screen; actives 1.2% (n = 360,000); GDH-TPI coupled enzyme counterscreen, NADH absorbance; inhibition, % at 4.8 µM; in the data active means inhibition above about 30%;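 further: 0% = DMSO wells and 100% = wells lacking the enzyme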
Mtb UGM inh = inhibitors of M. tuberculosis UDP-galactopyranose mutase; P9WIQ1; inhibition, % at 10 µM; AID 504406; actives 0.06% (n = 320,000); purified UGM, fluorescence polarization probe displacement; in the data active means inhibition above about 10%, passing the limit was not always enough; inconclusive means no clear call, values can overlap the other calls
Target sequence (P9WIQ1 whole entry, looked up): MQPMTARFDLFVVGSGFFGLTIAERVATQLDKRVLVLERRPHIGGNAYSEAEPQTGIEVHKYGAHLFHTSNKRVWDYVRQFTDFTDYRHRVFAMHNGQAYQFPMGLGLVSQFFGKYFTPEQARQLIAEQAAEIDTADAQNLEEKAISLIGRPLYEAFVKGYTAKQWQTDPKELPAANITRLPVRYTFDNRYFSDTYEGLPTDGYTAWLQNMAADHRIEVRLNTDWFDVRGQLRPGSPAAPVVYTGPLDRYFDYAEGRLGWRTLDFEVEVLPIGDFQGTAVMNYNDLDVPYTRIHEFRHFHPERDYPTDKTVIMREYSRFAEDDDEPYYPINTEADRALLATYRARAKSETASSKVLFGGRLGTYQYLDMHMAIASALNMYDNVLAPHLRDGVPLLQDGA
MazEF act = MazEF (E. coli) toxin RNase activation; P0AE70; actives 0.32% (n = 350,000); FAM/BHQ RNA-DNA oligo cleavage fluorescence, 5 h; AID 504720; activation, % at 20 µM; in the data active means activation above about 50%
Target sequence (P0AE70 whole entry, looked up): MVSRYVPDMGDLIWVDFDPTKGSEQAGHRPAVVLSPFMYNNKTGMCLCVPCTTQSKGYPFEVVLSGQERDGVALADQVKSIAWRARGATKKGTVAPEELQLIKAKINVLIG
An asterisk follows results filed as active; ? = inconclusive; . = not tested or not shown.

The line under a structure holds: FadD28 binding	Rv3671c protease	BoNT F protease	Mtb BioA inh	PrPC TRFRET	Mtb FBA inh	GDH-TPI counter	Mtb UGM inh	MazEF act
- COc1ccc(OCC(=O)Nc2ccc3c(c2)nc2n3CCSC2)cc1
 : -1.5	-6.6	11.7	.	-1.5	5.3	0.9	-0.3	-0.8
- CC(C(=O)N1CCOCC1)N1C(=O)c2ccccc2C1=O (stereo not given)
 : -1.7	-0.2	-2.8	-1.7	-1.0	0.0	4.2	0.8	-0.2
- N/C(=N\OC(=O)c1ccc(Cl)c([N+](=O)[O-])c1)c1ccccn1
 : -0.7	3.2	0.1	.	-7.5	-0.3	13.5	-1.7	-3.5
- CCc1ccc(-n2c(C)n[nH]c2=S)cc1
 : 0.3	-4.5	0.1	.	2.4	-2.7	0.0	1.8	2.3
- Cc1ccc(F)c(S(=O)(=O)NC(=O)C2(C)CCN2C(=O)Cc2ccc(-c3ccccc3)cc2)c1 (stereo not given)
 : -6.5	.	-4.6	-1.1	5.5	-0.4	0.9	.	.
- O=C(COc1ccccc1)NNc1nc2c(F)cccc2s1
 : -1.2	8.6	-2.4	.	9.0	-1.5	0.9	0.6	2.6
- COc1ccc(/C=C2\SC(=O)N(CC(=O)NN3CCN(C)CC3)C2=O)cc1OC
 : -2.0	0.9	2.4	-0.6	-28.8	3.9	15.9	-0.2	-2.0
- CCc1nnc(NC(=O)COc2ccc(N(C)S(=O)(=O)c3ccc(C)cc3)cc2)s1
 : -1.6	.	-10.8	-0.1	3.5	1.5	1.3	.	4.9
- O=S(=O)(CCOc1ccccc1)c1nc2ccccc2[nH]1
 : -1.9	0.7	-4.5	-1.0	-4.1	-1.8	-5.5	-2.6	-0.3
- O=C(COc1ccc2c3c(c(=O)oc2c1)CCCC3)NCCCN1CCCC1=O
 : -3.4	0.3	1.9	1.7	-2.6	62.4*	13.7	-2.1	-0.3
- FC(F)Sc1nc2ccccc2[nH]1
 : -2.6	-1.3	?	.	-3.2	-1.2	-10.2	4.4	3.4
- COc1ccc(CC(=O)N2CCN(C(=O)c3ccco3)CC2)cc1
 : 0.1	-8.1	1.0	.	9.2	2.2	-2.0	-0.1	3.2
- COCC(=O)Nc1ccc(OCc2ccccc2)cc1
 : -4.4	-6.8	-1.5	.	6.6	-1.0	-6.1	-0.3	-0.2
- CNC(=O)c1nnc(Cc2ccc(Cl)cc2)o1
 : -2.8	-1.4	-1.9	1.1	5.8	-2.4	-6.6	3.3	4.0
- C=CCc1c(C)nc(N2CCSCC2)[nH]c1=O
 : -0.6	-7.1	?	.	1.5	3.4	0.4	1.7	2.4
- CC1CCCN(Cc2c(O)ccc3c(=O)c(-c4nc5ccccc5s4)c(N)oc23)C1 (stereo not given)
 : ?	-6.5	-10.2	5.3	2.7	32.7*	38.7*	0.0	-8.8
- S=c1[nH]nc(C2CCCCC2)n1/N=C/c1ccccn1
 : -2.4	-4.3	4.9	-1.0	2.6	2.1	-7.1	-0.6	-0.4
- COc1ccc(OC(=O)N2CCOCC2)cc1
 : -4.1	6.1	15.1	-0.4	-5.9	-2.1	10.6	3.1	10.0
- COc1cc(/C=C2\N=C(c3ccccc3)OC2=O)ccc1OC(C)=O
 : -1.7	-0.9	?	-2.6	-8.5	0.3	-2.6	4.0	-0.8
- Cc1cccc(N2CCN(C(=O)CSc3nnnn3C3CC3)CC2)c1C
 : -1.8	-7.3	-4.0	-1.3	0.8	-1.0	5.6	3.2	0.2
- COC(=O)CCC(=O)Nc1ccccc1C(=O)Nc1ccccc1
 : 1.0	3.8	-0.2	-2.0	-4.4	0.1	0.6	-0.8	5.2
- Cc1ccc(CN2CCN(Cc3ccccc3C(F)(F)F)CC2)cc1
 : -5.3	7.3	2.4	-1.2	1.1	3.7	-2.4	-0.1	-9.2
- CSc1ncccc1C(=O)OCC(=O)c1ccc(Br)s1
 : -3.0	-16.8	0.4	.	8.1	0.9	-7.8	-0.7	4.8
- COc1ccc(N(Cc2cc(=O)[nH]c3ccccc23)C(=O)c2ccco2)cc1
 : -4.5	-5.2	0.5	1.0	4.0	-0.2	3.9	-3.1	2.7
- CCOC(=O)N1CC=C2C(C#N)=C(N)C(C#N)(C#N)[C@H](c3cccs3)C2C1 (stereo not given in full)
 : -3.9	0.9	19.8	-1.3	-3.1	2.5	-6.7	1.3	-2.1
- CC(=O)c1ccc(NC(=S)N(Cc2ccccc2)C(C)C2CC2)cc1 (stereo not given)
 : -4.4	-0.5	-6.4	.	11.4	2.1	-0.6	1.9	1.7
- Cc1ccc(NC(=O)N/C=C/c2ccco2)c(C)c1
 : -0.6	-3.0	2.2	-7.0	-4.1	-1.1	11.7	-1.8	-13.4
- CC(=O)OCCCNc1cc(Sc2nc3ccccc3s2)c2nonc2c1[N+](=O)[O-]
 : -1.6	-16.3	3.9	-0.4	.	0.0	11.7	0.4	-39.2
- O=C(Cc1c[nH]c2ccccc12)Nc1ccc(N2CCOCC2)cc1
 : 1.8	5.3	-0.9	.	-3.1	3.4	4.0	-1.2	0.0
- COc1cccc(S(=O)(=O)NCc2ccc(C(=O)Nc3cccc(Cl)c3)cc2)c1
 : -1.5	-122.0	-0.1	0.3	9.6	-3.5	3.0	0.2	11.4
- O=C(COc1ccc(CO)cc1Cl)Nc1ccc(F)cc1
 : -2.1	-2.6	-16.4	-0.6	3.2	-0.2	-7.5	0.0	-0.6
- Cc1cc(C)nc(Nc2cccc(Cl)c2)n1
 : -1.3	.	?	-1.6	-3.8	3.8	8.1	-2.6	10.7
- COc1ccccc1-c1nnc(SCC(=O)O)n1C
 : -1.9	0.7	0.2	-2.1	0.9	-1.5	1.9	0.8	-5.9
- CCCC(c1nnnn1Cc1ccccc1)N1CCC(C(N)=O)CC1 (stereo not given)
 : 0.5	0.6	-8.9	5.1	4.5	0.6	4.8	-4.6	-0.1
- COc1ccccc1N1CCN(S(=O)(=O)CC23CCC(CC2=O)C3(C)C)CC1 (stereo not given)
 : 0.1	4.4	-2.7	2.2	-4.6	6.8	1.2	-0.3	-4.5
- O=C1NCCn2ccc(=O)cc21
 : -3.1	4.8	-4.8	.	-3.2	0.3	12.7	0.4	2.2
- Cc1ccc(C)c(N2CCN(C(=O)c3ccc(NC4=NC5CS(=O)(=O)CC5S4)cc3)CC2)c1 (stereo not given)
 : -0.5	2.3	-14.1	-0.8	1.9	-0.8	-10.6	1.9	9.1
- COc1ccc(N2CCCn3c2nc2c3c(=O)n(Cc3ccccc3)c(=O)n2C)c(OC)c1
 : -1.3	0.3	-1.8	.	-3.1	2.3	-1.2	-2.7	11.1
- COc1cc(OC)cc(C(=O)NCCc2ccc(OC)c(OC)c2)c1
 : -1.1	2.8	.	-3.1	3.6	4.4	29.7	-0.3	0.9
- CC(NC(=O)C1CCC1)c1ccc(Br)cc1 (stereo not given)
 : -4.3	-1.7	-1.5	.	6.1	-0.1	-4.3	-0.1	2.6
- O=C(c1ccsc1)N1CCCC(Nc2ccc(F)c(F)c2)C1 (stereo not given)
 : -1.9	3.6	-1.4	7.0	2.2	-2.2	-7.8	1.3	3.7
- CCOC(=O)c1sc(/N=C/Nc2nc(C)c(C(=O)OCC)s2)nc1C
 : -1.4	.	-1.7	-1.5	-6.4	2.2	0.9	.	-164.9
- C/C(=N\NC(=O)CNc1cccc2ccccc12)c1ccccc1
 : -2.3	-1.4	-1.0	.	2.6	22.0	-3.1	0.4	10.8
- COC(=O)c1ccc(N)cc1O
 : -1.6	-2.0	-18.7	-1.5	5.5	-0.8	11.9	-1.9	3.3
- Cc1cc(C)nc(SC2CCOC2=O)n1 (stereo not given)
 : 1.5	-2.4	-12.3	-1.0	-0.1	2.1	5.6	0.6	3.2
- CCOC(=O)C1CCN(S(=O)(=O)c2ccc3c(c2)CC(C)N3C(=O)C2CCC2)CC1 (stereo not given)
 : -1.3	0.5	3.1	-0.5	1.5	1.4	3.5	0.4	-1.0
- Cc1ccc(C(=O)N2N=C(CC(C)C)CC2(O)C(F)(F)F)o1 (stereo not given)
 : -2.6	-2.7	1.4	.	3.3	-2.3	-7.0	2.7	-2.2
- COc1ccc(N2CC(C(=O)NCCc3ccc(Cl)cc3)CC2=O)cc1 (stereo not given)
 : -1.1	-0.2	-1.5	-0.4	6.5	1.8	-10.0	1.0	4.3
- O=C1CC2(CCN(C(=O)c3ccc(F)c(F)c3)CC2)Oc2ccccc21
 : -1.2	-8.7	-1.9	2.6	-7.9	8.4	5.6	7.8	-0.5
- C=CCN1C(=O)C(CC(=O)Nc2ccc(OC)cc2)SC1=Nc1ccc(S(N)(=O)=O)cc1 (stereo not given)
 : 0.8	9.2	-0.7	.	5.6	-0.8	-3.5	1.6	13.5
- O=C(NC1CCCCC1)C(c1ccncc1)N(C(=O)Cn1nnc(-c2cccs2)n1)C1CCCC1 (stereo not given)
 : 0.1	-5.5	7.8	-1.8	-5.5	2.6	9.2	-0.2	5.4
- C#CC1(NC(=O)N(C)C)CCCCC1
 : -1.4	-1.6	2.6	.	-2.6	-4.8	1.6	3.1	4.5
- CCN(C/C=C/c1ccccc1OC)Cc1ccccc1
 : -0.2	0.1	-154.2	-2.9	-3.1	0.4	5.5	-1.8	7.8
- Cc1cccc(C)c1NC(=O)C(NS(=O)(=O)c1cccs1)c1ccccc1 (stereo not given)
 : -0.9	0.9	-1.9	-0.7	-1.1	-1.2	7.0	0.4	4.7
- CN(C(=O)CSc1nncn1-c1ccccc1)C1CCS(=O)(=O)C1 (stereo not given)
 : 0.4	-2.5	2.7	0.6	1.9	1.4	-6.7	-0.7	6.0
- Cc1nn(CC(=O)N2CCc3ccccc3C2)c(C)c1[N+](=O)[O-]
 : -0.1	-0.4	-7.9	.	-5.3	0.4	-3.1	0.1	2.4
- COc1ccc(Cl)cc1NC(=O)C(C)OC(=O)C1=NNC(=O)CC1 (stereo not given)
 : -1.2	6.2	15.3	0.6	-4.2	1.7	0.3	-2.7	-29.7
- O=C(O)C1CC=CCC1C(=O)NCCc1cccc(Cl)c1 (stereo not given)
 : 0.5	5.0	-6.9	-2.6	.	-0.8	12.1	1.7	2.0

3 records picked at random from those above:
The line under a structure holds: FadD28 binding	Rv3671c protease	BoNT F protease	Mtb BioA inh	PrPC TRFRET	Mtb FBA inh	GDH-TPI counter	Mtb UGM inh	MazEF act
- COc1ccc(Cl)cc1NC(=O)C(C)OC(=O)C1=NNC(=O)CC1 (stereo not given)
 : -1.2	6.2	15.3	0.6	-4.2	1.7	0.3	-2.7	-29.7
- CCOC(=O)C1CCN(S(=O)(=O)c2ccc3c(c2)CC(C)N3C(=O)C2CCC2)CC1 (stereo not given)
 : -1.3	0.5	3.1	-0.5	1.5	1.4	3.5	0.4	-1.0
- COc1ccc(N2CC(C(=O)NCCc3ccc(Cl)cc3)CC2=O)cc1 (stereo not given)
 : -1.1	-0.2	-1.5	-0.4	6.5	1.8	-10.0	1.0	4.3
